All columns: NCI-60 one-dose screen, growth in % after 48 h at 10 µM unless noted; 100 = growth as untreated, 0 = no growth, -100 = all killed.
SNB-75: SNB-75 CNS cancer. 79,000 compounds, 5% hits
SNB-19: SNB-19 CNS cancer cells; 81,000 compounds, 2.5% hits; AID 1794751
ACHN: ACHN renal cancer; 81,000 compounds, 4.9% hits
A498: A498 renal cancer cells; 76,000 compounds, 5.4% hits
SF-268: SF-268 CNS cancer cells; 82,000 compounds, 3.1% hits; AID 1794759
CAKI-1: CAKI-1 renal cancer. 75,000 compounds, 4.7% hits
RXF 393: RXF 393 renal cancer cells | 77,000 compounds, 6.9% hits
SF-539: SF-539 CNS cancer | 81,000 compounds, 6.8% hits | AID 1794752
The depositor's hits bear a star; . = no result given; [ ] = dose if it differs, or a comment. How the source made its calls: active means growth percent below 10; inactive means the rest.

1	CCCCc1oc2ccc([N+](=O)[O-])cc2c1C(=O)c1ccc(C#Cc2ccc(CCC)cc2)cc1
2	CC1(C)OC(=O)c2ccccc21
3	COc1ccccc1CNC(=O)C1CSC2(C)c3ccccc3C(=O)N12 (centres undefined)
4	Cc1c(-c2c(Cl)cccc2Cl)noc1CN(C)C
5	NS(=O)(=O)c1ccc(CCN2C(=O)/C(=C\c3ccc(F)cc3)C=C2c2ccc(Cl)cc2)cc1
6	Cc1ccc2c(-c3nnc(N)o3)cc(=O)oc2c1
7	CC(=O)c1cc(C(=O)N2c3ccccc3Sc3ccccc32)n2c(C)cccc12
8	C(=C\c1nnc(-c2cc(-c3ccccc3)n[nH]2)o1)/c1ccc2c(c1)OCO2
9	O=CC1CCCO1 (centres undefined)
10	C#CC(O)c1ccccc1 (centres undefined)

Screen / compound no.,1,2,3,4,5,6,7,8,9,10
SF-539,98,90,110,97,95,94,89,104,107,100
SNB-75,90,85,97,89,65,79,.,70,90,103
RXF 393,108,.,105,96,112,106,107,100,105,112
CAKI-1,83,52,91,94,63,91,60,92,88,103
ACHN,104,94,110,106,98,105,85,102,117,104
SNB-19,103,95,103,132,93,96,81,94,106,104
A498,96,101,93,116,96,108,102,102,93,94
SF-268,98,106,106,100,90,105,92,.,111,112

11	CCOC(=O)CCCCN1C(=O)S/C(=C\c2ccccc2)C1=O
12	C=C(C)[C@@H]1CC[C@]2(C)[C@H](CC=C3[C@@H]4CC(C)(C)CC[C@]4(C(=O)N4CCOCC4)CC[C@]32C)[C@@]1(C)CCC#N
13	O=C(Nc1cccc(Cn2c(=O)[nH]c3ccc(Oc4ncccn4)cc3c2=O)c1)c1ccc(Cl)cc1
14	COc1cccc(-n2cc(C#N)c(N)c2C(=O)c2ccc(F)cc2)c1
15	O=C(O)c1ccc(-c2nn(-c3ccc(C(F)(F)F)cc3)cc2CNc2ccc(Cl)c(C(=O)O)c2)cc1
16	Nc1ccc2c(c1)C(=O)c1ccc(Br)cc1-2
17	CCc1ccc(OCc2cn(CC(=O)Nc3nc4ccccc4s3)nn2)cc1
18	O=c1cc(CO)oc(C(c2cn(-c3ccc(Cl)cc3)nc2-c2ccc(O)cc2)c2oc(CO)cc(=O)c2O)c1O
19	Cc1cccc(Nc2c(N)nc(N)nc2N)c1
20	O=C(Nc1ccc(-c2ccnc(Nc3ccc(N4CCOCC4)cc3)n2)cc1)[C@@H]1CCCN1

Screen / compound no.,11,12,13,14,15,16,17,18,19,20
SF-539,93,98,59,95,99,90,92,99,111,25
SNB-75,83,110,51,82,99,83,84,84,.,-1.6*
RXF 393,116,78,51,84,107,101,113,100,122,5.1*
CAKI-1,80,46,61,68,92,82,87,89,100,30
ACHN,101,82,40,98,108,89,105,98,104,44
SNB-19,102,75,58,96,104,104,98,93,102,83
A498,.,.,53,87,.,.,111,87,112,26
SF-268,97,70,57,105,95,89,96,98,109,56

21	Cc1ncc(C(=O)Nc2ccc(CN3CCN(C)CC3)c(C(F)(F)F)c2)cc1C#Cc1cnc(N)c2ccncc12
22	O=C1O[C@@H](c2ccccc2Cl)[C@@H]2c3cc4c(cc3CCN12)OCO4
23	CCN(CC)CCCNc1c2c(nc3c(Cl)cccc13)CCCC2
24	CN1CCN(c2ccc(NC(=O)Nc3ccc4c(ccn4-c4cccc(C(N)=O)n4)c3)cc2C(F)(F)F)CC1
25	Cc1cc(O)c(C(C)(C)C)cc1Sc1cc(C(C)(C)C)c(O)cc1C
26	CC1(C)C2CCC1(CS(=O)(=O)O)C(=O)/C2=C\c1ccc(/C=C2\C(=O)C3(CS(=O)(=O)O)CCC2C3(C)C)cc1
27	O=C1Nc2ccccc2/C1=C\c1nc(C2CCN(S(=O)(=O)c3ccc(F)cc3)CC2)n2ccccc12
28	CCOC(=O)C(C#N)=C(C(C)CC)C(C)CC (centres undefined)
29	Cc1cc(Cl)ccc1Nc1nc(C(F)(F)F)ccc1C(=O)N/N=C/c1ccc([N+](=O)[O-])cc1
30	C#CC(C)(O)c1ccc(Cl)cc1 (centres undefined)

Screen / compound no.,21,22,23,24,25,26,27,28,29,30
SF-539,-87*,107,96,6.1*,78,91,27,100,3.8*,96
SNB-75,-68*,92,89,82,54,84,-10*,72,-12*,99
RXF 393,-88*,111,111,-13*,.,106,17,118,5.4*,.
CAKI-1,-57*,105,.,87,32,99,58,112,2.1*,103
ACHN,-64*,105,102,72,61,97,56,107,-23*,110
SNB-19,-46*,99,108,53,81,109,-6.1*,95,23,106
A498,-90*,83,.,85,.,105,83,90,89,98
SF-268,-37*,93,86,82,49,95,14,105,14,103

31	CN(C)CCC(=O)c1ccc([N+](=O)[O-])cc1
32	O=S(=O)(NCCNc1nccc(-c2c(-c3ccc(F)c(O)c3)nc3sccn23)n1)c1ccccc1
33	Cc1ccc(S(=O)(=O)n2ccc(-c3ccc(OCCCF)cc3)n2)cc1
34	Cc1cccc[n+]1CC(=O)c1ccc(Br)cc1
35	CC1=N/C(=C\c2ccc(F)cc2)C(=O)N1CCc1ccc(S(N)(=O)=O)cc1
36	N#CCC1(n2cc(-c3ncnc4[nH]ccc34)cn2)CN(C2CCN(C(=O)c3ccnc(C(F)(F)F)c3F)CC2)C1
37	O=S(=O)(OCCCl)OCCCl
38	C/C=C/c1ccc(O)c(OC)c1
39	Nc1cc(S(=O)(=O)O)cc2cc(S(=O)(=O)O)c(N=Nc3ccc([N+](=O)[O-])cc3)c(O)c12
40	COc1cccc(/C=C/C(=O)c2cc3c(N)c(C(=O)Nc4ccccc4C)sc3nc2C)c1

Screen / compound no.,31,32,33,34,35,36,37,38,39,40
SF-539,96,94,95,93,97,97,108,102,101,51
SNB-75,91,137,78,84,94,95,97,98,80,13
RXF 393,108,.,92,113,122,110,99,118,106,-10*
CAKI-1,96,55,64,92,84,102,.,110,.,32
ACHN,110,57,97,100,111,105,107,109,103,56
SNB-19,107,113,92,112,96,107,108,105,99,11
A498,88,109,77,118,110,91,.,101,.,76
SF-268,112,84,103,96,104,91,100,111,99,29

41	Cc1ccccc1NC(=O)CN1CCc2nc3sc(C(=O)Nc4ccccc4C)c(N)c3cc2C1
42	NC(=O)c1ccccc1NC(=O)Cn1cc(COc2ccc(C=O)cc2)nn1
43	CCOc1cccc(/C=N/NC(=O)C(=O)Nc2cccc(C(F)(F)F)c2)c1O
44	SCCCCCCS
45	CCCCCNC(=O)c1cccc(NC(=O)CCl)c1
46	O=c1c2cnn(-c3ccccc3)c2n2cnnc2n1-c1ccccc1
47	O=C1c2ccccc2C(=O)N1Nc1ccccc1
48	COc1ccc(Oc2ccc(/C=C/C(=O)c3cc4ccccc4oc3=O)cc2)cc1
49	COc1c(F)ccc(C(=O)Nc2ccc3nc(NC(=O)C4CCCN(S(=O)(=O)c5ccc(Br)s5)C4)sc3c2)c1F (centres undefined)
50	Cc1cc(=O)n2nnc3cc(Cl)c(Cl)cc3n12

Screen / compound no.,41,42,43,44,45,46,47,48,49,50
SF-539,105[8 µM],100,12,93,86,94,98,92,78,108
SNB-75,79[8 µM],97,68,100,84,97,119,50,66,96
RXF 393,115[8 µM],113,38,98,87,119,105,100,36,92
CAKI-1,.,97,9.9*,81,93,92,83,75,83,.
ACHN,99[8 µM],106,17,101,87,99,74,91,77,90
SNB-19,97[8 µM],103,41,103,92,112,98,92,90,110
A498,98[8 µM],116,56,100,87,104,83,121,104,138
SF-268,84[8 µM],96,35,113,85,108,90,81,64,101

For reference, part of the list above:
41	Cc1ccccc1NC(=O)CN1CCc2nc3sc(C(=O)Nc4ccccc4C)c(N)c3cc2C1
42	NC(=O)c1ccccc1NC(=O)Cn1cc(COc2ccc(C=O)cc2)nn1
43	CCOc1cccc(/C=N/NC(=O)C(=O)Nc2cccc(C(F)(F)F)c2)c1O

Screen / compound no.,41,42,43
SF-539,105[8 µM],100,12
SNB-75,79[8 µM],97,68
RXF 393,115[8 µM],113,38
CAKI-1,.,97,9.9*
ACHN,99[8 µM],106,17
SNB-19,97[8 µM],103,41
A498,98[8 µM],116,56
SF-268,84[8 µM],96,35

(more compounds)
51	Cn1c2c(c3ccc(Cl)c(Cl)c31)C(C#N)C1(CCNCC1)NC2=O (centres undefined)
52	Cc1[nH]c2c(C)cccc2c1C
53	COc1cc([C@@H]2c3cc4c(cc3C(OC3O[C@@H]5COC(C)O[C@H]5[C@H](O)[C@H]3O)C3COC(=O)[C@@H]32)OCO4)cc(OC)c1O (some centres undefined)
54	COc1ccc2occ(C3=C(c4cn(CCN)c5ccccc45)C(=O)NC3=O)c2c1
55	COc1ccc(C(=O)NC(c2ccccc2Cl)c2cc(Cl)c3cccnc3c2O)cc1 (centres undefined)
56	CCOC(=O)[C@H](Cc1ccccc1)Nc1nc(N)nc(N(C)c2ccccc2)c1C=O
57	NC(=O)c1cccc([C@@H]2O[C@H](CO)[C@@H](O)[C@H]2O)c1
58	O=C1c2cccc3cccc(c23)C(=O)N1Nc1nc(N2CCN(Cc3ccccc3)CC2)nc(-n2cnc3ccccc32)n1
59	O=C(Nc1cccc(OS(=O)(=O)c2ccc(F)cc2)c1)C12CC3CC(CC(C3)C1)C2
60	C=C(C)[C@@H]1CC[C@]2(C(=O)O)CC[C@]3(C)[C@H](CC[C@@H]4[C@@]5(C)C[C@@H](CC#Cc6ccc([N+](=O)[O-])cc6)[C@H](O)C(C)(C)[C@@H]5CC[C@]43C)[C@@H]12

Screen / compound no.,51,52,53,54,55,56,57,58,59,60
SF-539,57,131,-5.4*,79,101,101,14,80,79,50
SNB-75,22,90,31,57,101,103,9.9*,62,69,.
RXF 393,26,101,29,65,91,123,73,74,63,67
CAKI-1,30,74,9.1*,38,83,97,81,67,65,33
ACHN,27,99,.,77,83,98,93,89,89,22
SNB-19,57,108,27,77,97,96,54,88,74,54
A498,45,116,36,82,93,135,87,40,58,46
SF-268,49,104,24,65,83,117,48,73,71,52

Taken from above.
ACHN with NC(=O)c1cccc([C@@H]2O[C@H](CO)[C@@H](O)[C@H]2O)c1 reads 93
CAKI-1 with CCOC(=O)[C@H](Cc1ccccc1)Nc1nc(N)nc(N(C)c2ccccc2)c1C=O reads 97

The list continues.
61	COc1ccc(/C=C(/C(=O)n2cnc3ccccc32)c2cc(OC)c(OC)c(OC)c2)cc1
62	CC(=O)OCCCCCN1C=C/C(=C\C(=O)n2ccc3ccccc32)c2ccccc21
63	CCCN(CCC)C(C)C(O)c1ccc2cc(Br)c3ccccc3c2c1 (centres undefined)
64	COc1ccc(-c2nn(-c3cccc(NC(=O)Nc4cc(C(F)(F)F)cc(C(F)(F)F)c4)c3)cc2-c2ccncc2)cc1Cl
65	CCN(CC)Cc1nnc(CCC(=O)c2nc3ccc([N+](=O)[O-])cc3[nH]2)o1
66	COC1=CC(c2ccc[nH]2)=N/C1=C\c1[nH]c(C)c(C(=O)CCCCC(=O)Oc2ccc3c(c2)CCC2C3CC[C@]3(C)[C@@H](O)CC[C@@H]23)c1C (some centres undefined)
67	CN(Cc1cnc2nc(N)nc(N)c2n1)c1ccc(C(=O)N[C@@H](CCC(=O)O)c2nn[nH]n2)cc1
68	COc1cc(Cl)ccc1C

Screen / compound no.,61,62,63,64,65,66,67,68
SF-539,107,105,98,-43*,100,66,105,104
SNB-75,69,89,90,6.8*,95,63,99,110
RXF 393,93,103,92,-13*,112,62,107,91
CAKI-1,.,77,.,-12*,.,26,97,55
ACHN,109,89,93,11,101,63,107,-8.7*
SNB-19,88,103,98,30,105,76,114,79
A498,103,112,56,-17*,111,39,112,110
SF-268,95,94,89,9.5*,93,45,99,84

Screening results deposited in PubChem by NCI.
